AMA1-RON2 inh – qHTS for Inhibitors of AMA1-RON; Towards Development of Antimalarial Drug Lead: Primary Screen. Plasmodium falciparum AMA1 (3D7) - RON2 peptide interaction. AlphaScreen AMA1-biotinylated RON2 peptide binding. Potency, µM (series often up to 58.2 µM), for inactives: top-dose activity change, negative = inhibition, most hits filed as inhibitors. hit rate 0.2% among 360,000. AID 720542, 2013;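 further: potency means the concentration at half of the fitted maximal effect; 0% = vehicle wells and -100% = peptide control; nearly all actives have a fitted effect of over 45% in size; some results filed as inactive show a strong effect at the top dose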
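AMA1 (3D7) with his tag at 25 nM final met compounds first, then biotinylated RON2 peptide at 25 nM; detection used donor plus acceptor beads, 10 µg/mL apiece, read by AlphaScreen after 30 min at room temperature.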
AmpC inh detg – qHTS Inhibitors of AmpC Beta-Lactamase (assay with detergent) | P00811 | AmpC hydrolysis of nitrocefin, absorbance 480 nm, 0.01% Triton | Potency, µM (top dose mostly 114 µM), for inactives: top-dose activity change, negative = inhibition, usual class: inhibitors | hit rate 0.041% among 370,000 | AID 485294, 2010;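 further: potency means the concentration at half of the fitted maximal effect; 0% = no-compound wells and -100% = no-enzyme wells; nearly all actives have a fitted effect of over 25% in size; some results filed as inactive show a strong effect at the top dose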
Target sequence (P00811 whole entry, looked up): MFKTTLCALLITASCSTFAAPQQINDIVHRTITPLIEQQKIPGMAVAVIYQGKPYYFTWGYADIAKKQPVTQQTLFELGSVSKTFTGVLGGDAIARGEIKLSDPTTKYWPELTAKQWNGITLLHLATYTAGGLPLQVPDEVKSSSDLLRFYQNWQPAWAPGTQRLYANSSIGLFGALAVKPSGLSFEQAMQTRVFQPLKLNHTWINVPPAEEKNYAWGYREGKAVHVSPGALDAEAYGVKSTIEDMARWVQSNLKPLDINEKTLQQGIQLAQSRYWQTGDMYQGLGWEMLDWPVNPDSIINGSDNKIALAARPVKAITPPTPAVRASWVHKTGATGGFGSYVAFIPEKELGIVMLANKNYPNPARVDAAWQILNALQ
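20 mM phosphate pH 7.0 + 0.01% (detergent screen) or 0.0001% Triton X-100; 5.3 nM AmpC reagent; cpd preinc 15 min RT; nitrocefin (800 uM stock) to start; A480 q20 s × 4 min; Activity was normalised to no-enzyme and no-compound control wells.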
Sm TGR block – qHTS Assay for the Inhibitors of Schistosoma Mansoni Peroxiredoxins | hit rate 3% among 360,000 | purified TGR, DTNB reduction, TNB absorbance 405 nm | Potency, µM (top dose mostly 114 µM), for inactives: at the top dose activity change, negative = inhibition, usual class: inhibitors; further: potency means the concentration at half of the fitted maximal effect; nearly all actives have a fitted effect of over 60% in size
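First, TGR (20 nM dispensed) and NADPH were mixed with compound. Second, a 15 min room-temperature incubation followed. Third, further NADPH and then DTNB were added to start the reaction. Finally, TNB absorbance was monitored kinetically.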
TbPYK inhibitor – qHTS of Trypanosoma Brucei Inhibitors | pyruvate kinase (Trypanosoma brucei), Q57TT1 | TbPYK enzyme, Kinase-Glo Plus ATP luminescence, 45 min | Potency, µM (doses to about 76.8 µM), for the others: at the highest dose activity, negative = inhibition, hits mostly inhibitors | hit rate 0.12% among 410,000; further: potency means the concentration at half of the fitted maximal effect; nearly all actives have a fitted effect of over 50% in size
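TbPYK + substrate in 50 mM TEA pH 7.2, 100 mM KCl, 10 mM MgCl2, 0.05% BSA, 0.01% Tween-20; cpd pinned; ADP 130 uM final; 45 min RT; Kinase-Glo Plus 10 min; luminescence endpoint.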
HCMV antiviral – qHTS Assay for inhibitors of the human cytomegalovirus (HCMV). HFF cells, HCMV-luciferase reporter, 72 h; active compounds read low. activity change, negative = inhibition, % at 57.5 µM. hit rate 4.5% among 410,000; in the data active means activity change below about -60%; inconclusive means no clear call, values can overlap the other calls; inactive means above about -39%
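HFF cells seeded 16 h at 37C, treated with compounds, infected with luciferase-reporter HCMV at MOI 1 PFU/cell; luciferase read at 72 h post infection, normalized to buffer-only and Salinomycin controls.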
AmpC inh no detg – qHTS Inhibitors of AmpC Beta-Lactamase (assay without detergent). AmpC nitrocefin hydrolysis, absorbance 480 nm, 0.0001% Triton. Potency, µM (series often up to 57.1 µM), without a hit: top-dose activity change, negative = inhibition, actives largely listed as inhibitors. P00811. AID 485341, 2010. hit rate 0.52% among 330,000;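 further: potency means the concentration at half of the fitted maximal effect; plate controls were no compound for no effect and no enzyme for full effect; nearly all actives have a fitted effect of over 20% in size; some results filed as inactive show a strong effect at the top dose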
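AmpC (5.3 nM in the dispensed reagent) in 20 mM phosphate pH 7.0 with 0.01% (detergent screen) or 0.0001% Triton X-100 was preincubated with compounds for 15 min at room temperature. Nitrocefin was then added from an 800 uM solution, and hydrolysis was followed at 480 nm.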
LmPK inhibitor – qHTS Assay for Inhibitors of Leishmania Mexicana Pyruvate Kinase (LmPK). purified LmPK, Kinase-Glo ATP luminescence, 1 h. hit rate 0.37% among 290,000. AID 1721, 2009. Potency, µM (highest dose often 57.5 µM), for the others: top-dose activity change, negative = inhibition, usual class: inhibitors; further: potency means the concentration at half of the fitted maximal effect
Target sequence (Q27686 whole entry, looked up): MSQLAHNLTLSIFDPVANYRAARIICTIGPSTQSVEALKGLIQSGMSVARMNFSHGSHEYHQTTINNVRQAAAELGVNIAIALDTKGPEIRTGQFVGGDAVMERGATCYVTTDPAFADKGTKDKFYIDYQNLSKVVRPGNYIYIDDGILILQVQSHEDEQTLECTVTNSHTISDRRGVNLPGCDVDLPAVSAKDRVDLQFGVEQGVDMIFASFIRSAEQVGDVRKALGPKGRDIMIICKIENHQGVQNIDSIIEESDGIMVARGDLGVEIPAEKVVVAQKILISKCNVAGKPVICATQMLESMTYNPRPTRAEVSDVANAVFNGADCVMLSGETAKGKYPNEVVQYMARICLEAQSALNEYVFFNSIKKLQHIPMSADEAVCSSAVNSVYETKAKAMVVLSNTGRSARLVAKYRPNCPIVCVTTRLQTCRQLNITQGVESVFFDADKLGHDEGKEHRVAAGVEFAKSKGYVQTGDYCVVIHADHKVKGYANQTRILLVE
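Kinase-Glo luminescence read after 1 h RT reaction of 0.1 nM LmPK with 0.5 mM PEP and 0.1 mM ADP. Activity scaled between uninhibited and enzyme-free controls.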
* marks the source's active call; other numbers are inactive results; ? = inconclusive; . = no result given; [ ] = another dose, or the depositor's remark. Unless noted, the call rests on the fitted dose curve; in most records, active means well fitted curve in the direction sought with a large enough effect; inconclusive means small, poorly fitted or top-dose-only effect, or another doubt; inactive means no such curve, though single readings can be large; an effect the other way counts as inactive or inconclusive. Unless noted, on the % scale 0 is the no-effect control and ±100 the full control effect.

SMILES	AMA1-RON2 inh	AmpC inh detg	Sm TGR block	TbPYK inhibitor	HCMV antiviral	AmpC inh no detg	LmPK inhibitor
CC1CC1C(=O)Nc1nc(-c2ccc(Cl)s2)cs1 (stereo not given)	-11%	-14%	-1%	-1%	-9	-30%[11.4 µM]	1%
COCCN1Cc2cc(=O)n3c([nH]c4ccccc43)c2C1=N	119%[activator]	-3%	12%	0%	90	-23%	5%[11.5 µM]
CC(=O)NC(C(=O)c1ccccc1)N1CCCCC1 (stereo not given)	-10%	?	-27%	3%	7	-27%	1%
O=C(O)CCCSc1nccn1-c1ccccc1	-14%	-2%	1%	-16%	52	-26%	2%
Cc1ccc(CN2CCN(Cc3cccc(OCCO)c3)CC2CCO)o1 (stereo not given)	-5%	-3%	-24%[57.1 µM]	2%	-1	-4%	1%
CN1CCN(S(=O)(=O)c2ccc(Br)c3ccccc23)CC1	0%	-6%	0%	1%	20	98%[activator]	1%
CCCCNc1ccc(C(F)(F)F)cc1S(=O)(=O)NCCc1ccc(F)cc1	49%[activator]	.	.	1%	-28	-33%	.
COc1ccccc1CNC(=O)COC(=O)CNS(=O)(=O)c1ccc(NC(C)=O)cc1	-10%	-7%	-1%	0%	-4	-14%	.
CC1CCN(C(=S)NC(=O)c2ccccc2Br)CC1	28%	7%	4%	-15%	11	-20%	-1%
Cn1cc(S(=O)(=O)N2CCOCC2)cc1C(=O)O	0%	.	.	-5%	?	2%	.
CC(C)CCCC(C)NC(=O)c1cc(S(=O)(=O)N2CCCCC2)ccc1N1CCOCC1 (stereo not given)	21%	0%	-5%	-15%	-6	238%[activator]	.
COc1ccc([C@H]2CC(=O)C=C(c3cccc(F)c3OC)C2)cc1	-2%	-2%	0%	-3%	-4	-37%	.
COc1cc(OC)c(S(=O)(=O)N2CCN(C(=O)c3ccccc3F)CC2)cc1NC(C)=O	3%	4%	4%	-1%	-7	-6%	-4%
COc1ccc(N2C(=O)CCC(C(=O)O)C2c2ccccc2OC)cc1 (stereo not given)	1%	-7%	0%	4%	-35	-14%	7%
CC1CN=C(NC2CCCCC2C)S1 (stereo not given)	-1%	-20%	0%	-18%	-15	-18%	-2%
CC(=O)c1ccc(N(CC(=O)NC2CCCC2)C(=O)c2ccc(C)s2)cc1	3%	1%	10%	-3%	27	2%	-2%
CCC[C@H]1CN(c2ccc(Br)cc2)C(=O)[C@@H]1CC(=O)Nc1ccc(OC)cc1	-2%	.	.	4%	11	.	.
Cc1ccccc1C(=O)N1CCN(c2ccc(NC(=O)c3ccco3)cc2)CC1	-7%	4%	-4%	2%	-16	-3%	-2%
CCc1c(C)c2ccc(OCC(=O)N(C)C)c(C)c2oc1=O	-4%	-11%	0%	10%	1	4%	-4%
COc1ccc(C(=O)N2CCN(c3ccc(NC(=O)c4ccco4)cc3)CC2)cc1	5%	4%	8%	0%	-76*	-7%	2%

Individual results from the entries so far.
CCc1c(C)c2ccc(OCC(=O)N(C)C)c(C)c2oc1=O | HCMV antiviral = 1
Cc1ccc(CN2CCN(Cc3cccc(OCCO)c3)CC2CCO)o1 (stereo not given) | AmpC inh no detg = -4%
COc1ccc(N2C(=O)CCC(C(=O)O)C2c2ccccc2OC)cc1 (stereo not given) | AmpC inh detg = -7%
CC1CCN(C(=S)NC(=O)c2ccccc2Br)CC1 | Sm TGR block = 4%
CCCCNc1ccc(C(F)(F)F)cc1S(=O)(=O)NCCc1ccc(F)cc1 | HCMV antiviral = -28

Further results follow:
SMILES	AMA1-RON2 inh	AmpC inh detg	Sm TGR block	TbPYK inhibitor	HCMV antiviral	AmpC inh no detg	LmPK inhibitor
CN(C)C(=O)CC12CC3CC(C1)CC(CC(=O)N(C)C)(C3)C2	14%	0%	-9%	10%	?	-6%	-2%
CCCCn1c(N)c(N(CC(C)C)C(=O)c2ccc(S(=O)(=O)N(CC)c3ccccc3)cc2)c(=O)[nH]c1=O	-8%	-14%	-4%	2%	-15	-20%	.
O=[N+]([O-])c1ccc(S(=O)(=O)N/N=C/c2ccco2)cc1	23%	1%	-15%	0%	19	-30%	10%
CCCC(=O)Nc1c2c(nn1-c1cccc(C)c1C)CS(=O)(=O)C2	-13%	-12%	2%	3%	47	-6%	2%
Cc1cccc(Cn2c(=O)n(Cc3ccc4c(c3)OCO4)c(=O)c3oc4ccccc4c32)c1	.	15%	-1%	1%	5	.	.
Cc1c(OC(C)C(=O)NC2CC(C)(C)NC(C)(C)C2)ccc2c3c(c(=O)oc12)CCC3 (stereo not given)	4%	-7%	-2%	2%	2	-10%	4%
Cc1cccc(NC(=S)N(C)C)c1C	5%	2%	18%	6%	-11	-6%	1%
CCc1nc2ccc(C(=O)N(C)CCCN(C)C)cn2c1N(C)CCCc1ccccc1	-5%	.	.	5%	-23	.	.
CN(C)CCN(CC1CCCN(Cc2ccccc2F)C1)C(=O)Cc1c(F)cccc1F (stereo not given)	-2%	-12%	-21%	-7%	-4	55%	-1%
COCCn1nnnc1C(c1ccc(OC)cc1)N1CCN(c2ccccc2F)CC1 (stereo not given)	-9%	-6%	4%	-13%	10	83%[activator]	4%
COCCn1c(SCC(=O)NCc2ccc3c(c2)OCO3)nnc1-c1c[nH]c2ccccc12	-5%	-15%	5%	0%	-16	-9%	-1%
Cc1nn(C)c(C)c1S(=O)(=O)N1CCC(C(=O)NCC2COc3ccccc3O2)CC1 (stereo not given)	16%	-9%	0%	-5%	9	22%	8%
CC(=O)c1c(C)[nH]c(C(=O)Nc2cccnc2)c1C	-2%	-12%	-35%	-6%	142	-12%	-1%
Cc1ccc2ncnc(NCCCCCC(=O)O)c2c1	0%	-2%	-4%	-1%	-27	-6%	8%
CCc1ccc(CNC(=O)c2cnc3sc(N4CCCC4)nn3c2=O)cc1	.	22%	0%	4%	17	.	.
COC(=O)c1ccc(C23CC4(C2)[C@H](CN(Cc2ccc(-c5ccccc5)cc2)[C@@H]4c2ccccc2)C3c2ccc(C(F)(F)F)cc2)cc1 (stereo not given in full)	0%	-5%	-30%	1%	-3	-22%	3%
COc1c2n(C)ccc3c-2n(c(=O)c1=O)c1ccccc31	6%	-4%	-1%	-5%	19	-10%	.
C=CC(=O)Nc1ccc(Br)cc1	18%	0%	1%	-2%	-20	-43%	1%
COC(=O)c1ccc(C2Nc3cccc4cccc(c34)N2)cc1	-22%	-6%	?	-3%	-3	-58%	-9%
CSc1ccc(CN2CCC(C)(Oc3ccc(CC#N)cc3)C2)cc1 (stereo not given)	-18%	.	.	-4%	12	.	.

Continued (two carried over from the part before).
SMILES	AMA1-RON2 inh	AmpC inh detg	Sm TGR block	TbPYK inhibitor	HCMV antiviral	AmpC inh no detg	LmPK inhibitor
COC(=O)c1ccc(C2Nc3cccc4cccc(c34)N2)cc1	-22%	-6%	?	-3%	-3	-58%	-9%
CSc1ccc(CN2CCC(C)(Oc3ccc(CC#N)cc3)C2)cc1 (stereo not given)	-18%	.	.	-4%	12	.	.
CN=C(c1ccc([N+](=O)[O-])cc1)N1CCCCC1	15%	?	1%	-13%	3	-9%	0%
COc1ccc(CN2CCCC(C(=O)c3ccc4c(c3)OCO4)C2)c(F)c1 (stereo not given)	-8%	-2%	0%	-7%	?	27%	0%
COc1ccc(C=O)c(OC)c1	-5%	-11%	-1%	-2%	-24	-26%	-1%
Cc1nnc(SCC(=O)Nc2cccnc2Cl)s1	-3%	-14%	-6%	-4%	5	?	.
COC(=O)C1C(c2ccccc2)C(C(=O)O)C1c1ccccc1 (stereo not given)	-2%	-1%	.	-27%	-9	-10%	-1%
O=C(NCCc1ccccn1)c1ccc(COc2ccccc2)o1	10%	2%	?	4%	64	-4%	-4%
Cc1cc(C(=O)N2CCCC(N3CCN(c4cccc(C(F)(F)F)c4)CC3)C2)no1 (stereo not given)	-1%	3%	-4%	-2%	3	155%[activator]	-1%
Cn1nc(C(=O)Nc2cc(Cl)ccc2N2CCCC2)c2ccccc2c1=O	-10%	-2%	9%	3%	-14	4%	.
Cc1nn2c(=O)cc(CSCC(=O)Nc3ccccc3Cl)nc2s1	-4%	-4%	-6%	-7%	?	-8%	-12%
Cc1nc(SCc2ccc(Cl)c(Cl)c2)ncc1C(=O)O	-22%	-13%	-8%	6%	-13	-58%	0%
COc1cc(-c2ccc(Nc3ccccc3C(=O)O)c(OC)c2)ccc1Nc1ccccc1C(=O)O	18µM*	2%	45µM*	2%	-68*	-57%	-2%
CCOc1cc(N2CCOCC2)c(OCC)cc1NC(=O)c1ccc(C)s1	?	-3%	-4%	-2%	?	181%[activator]	0%
CCn1c(=O)n(CC)c2cc(N)ccc21	-4%	0%	0%	-14%	137	19%	2%
C/C(Cn1cnc([N+](=O)[O-])n1)=N\NC(=O)c1cccc(F)c1	4%	-12%	-29%	-4%	19	-29%	1%
CCO/C=C1/C(=O)N(c2ccc(OC)cc2)C(=O)c2ccccc21	5%	2%	-32%	3%	-36	-22%	0%
Cc1ccc(C(=O)Nc2ccc3c(c2)CCC3)cc1S(=O)(=O)N1CCOCC1	-7%	?	9%	-6%	-62*	0%	1%
COc1cccc([C@H](O)Cn2cc(-c3ccc(CON=C(C)C)cc3)nn2)c1	.	1%	0%	.	.	3%	3%
NS(=O)(=O)c1cccc(C(=O)OCC(=O)NC2CCCc3ccccc32)c1 (stereo not given)	-2%	.	.	-7%	-10	-18%	.
CC(C)CC(c1nnnn1CC1CCCO1)N1CCN(c2nc3ccccc3s2)CC1 (stereo not given)	8%	?	7%	-4%	-7	25%	1%
O=C(Nc1ccc(Br)cc1F)c1cc(S(=O)(=O)NC2CCCC2)ccc1F	.	-8%	21%	3%	27	.	.
Cc1oc2c(C)c3oc(=O)c(CCC(=O)NCCCN4CCOCC4)c(C)c3cc2c1C	-25%	?	4%	0%	10	370%[activator]	0%
CCCCCc1ccc(-c2cn(CN3C(=O)c4ccccc4C3=O)nn2)cc1	9%	?	-13%	-10%	6	-26%	2%
CCC(C)[C@H](NC(=O)N1CC(=O)Nc2ccccc21)C(=O)Nc1nccs1 (stereo not given in full)	12%	-1%	1%	-1%	5	7%	5%
CCCc1nnc(NC(=O)CCC(=O)N2CCCCC2)s1	-6%	-4%	5%	5%	0	-11%	3%

Compound activity as filed in PubChem.
